Bioassay records (PubChem BioAssay)
NCI-60 one-dose screen, 48 h, at 10 µM unless noted. Numbers give growth in % (100 = growth as untreated, 0 = no growth, -100 = all killed).
NCI-H322M = NCI-H322M lung cancer; actives 2.7% (n = 80,000)
IGROV1 = IGROV1 ovarian cancer; actives 4.7% (n = 79,000); AID 1794786
SK-OV-3 = SK-OV-3 ovarian cancer cells; actives 3.2% (n = 80,000)
NCI-H226 = NCI-H226 lung cancer | actives 3.5% (n = 79,000)
NCI-H23 = NCI-H23 lung cancer; actives 4% (n = 80,000)
NCI-H522 = NCI-H522 lung cancer | actives 8% (n = 78,000)
NCI-H460 = NCI-H460 lung cancer; actives 6.8% (n = 82,000); AID 1794736
COLO 205 = COLO 205 colon cancer | actives 7.3% (n = 79,000) | AID 1794742
NCI/ADR-RES = NCI/ADR-RES ovarian cells; actives 4.4% (n = 81,000); AID 1794790
Active calls of the source: *; . = no result given; & = joins results of further samples. How the source made its calls: active means growth percent below 10; inactive means the rest. Compounds as they come. About 11% of those tested had a hit in this group.

Fields – NCI-H322M | IGROV1 | SK-OV-3 | NCI-H226 | NCI-H23 | NCI-H522 | NCI-H460 | COLO 205 | NCI/ADR-RES
COc1cccc(/C=C/C(=O)c2cc3c(N)c(C(=O)Nc4ccccc4)sc3nc2C)c1
 : 68 | 2.4* | 95 | 55 | 50 | 7.1* | -22* | 68 | -11*
N#C/C(=C\c1ccc(-c2cccc(Cl)c2)o1)c1ccc(F)cc1
 : 101 | 70 | 84 | 80 | 92 | 96 | 100 | 106 | 103
Nc1cc2c3c(cccc3c1)C(=O)N(CCN1CCCC1)C2=O
 : 54 | 9.0* | 37 | -7.4* | 40 | 29 | 2.2* | 14 | 35
CCOc1ccnc(OCC)n1
 : 105 | . | 121 | 95 | 109 | 104 | 113 | 122 | 108
O=[N+]([O-])c1ccc2c(c1)Sc1ccccc1N2CCCCCl
 : 92 | 95 | 102 | 80 | 84 | 62 | 78 | 105 | 91
COc1ccc(-c2c3c(N)nc(-c4cccnc4)nc3nc3c2c(C)nn3-c2ccccc2)cc1
 : 102 | 106 | 95 | 91 | 99 | . | 92 | 103 | 98
N#C/C(=C\c1ccc([N+](=O)[O-])s1)c1nc2cc(Br)ccc2s1
 : 86 | -33* | 10 | -76* | -28* | -45* | -27* | -75* | -29*
CN1c2nc3ccccc3nc2SC1Nc1ccccc1 (centres undefined)
 : 88 | 95 | . | . | 99 | 84 | 89 | . | 103
CCOC(=O)C1CC(C(=O)OCC)C(=Nc2ccccc2)C1=O (centres undefined)
 : 94 | 99 | 104 | 99 | 89 | 105 | 100 | 104 | 85
O=C1c2cccc3cccc(c23)C(=O)N1C/C=C/c1ccc2c3c(cccc13)C(=O)N(CCN1CCOCC1)C2=O
 : 89 | 93 | 96 | 88 | 96 | 97 | 98 | 95 | 104
CCN(CC)c1ccc(C(=O)c2ccccc2)cc1
 : 98 | 90 | 99 | 88 | 96 | 87 | 104 | 111 | 89
Cc1ccc(S(=O)(=O)N/N=C/C(=O)O)cc1
 : 92 | . | 114 | 98 | 101 | 96 | 106 | 134 | 108
Cn1cc(-c2csc(-c3cn(CCO)c4ccc(F)cc34)n2)c2cccnc21
 : 79 | 52 | 73 | 76 | 74 | 10 | 27 | 46 | 45
CSc1nc(Cl)c(C#N)c(-c2ccc(Cl)cc2)n1
 : 111 | 109 | 109 | 108 | 99 | 97 | 105 | 113 | 112
CN(C)c1ccc(/C=C/c2nc3ccccc3nc2NNC(=O)Nc2cccc(Cl)c2)cc1
 : 75 | 68 | 80 | 86 | . | 69 | 58 | 94 | 93
COc1cccc2c1CCCC2(C)C
 : 107 | 109 | 94 | 97 | 104 | 98 | 111 | 107 | 105
COc1ccc(CCNC2=CC(=O)CCC2)cc1OC
 : 110 | 113 | 105 | 95 | 92 | 102 | 111 | 103 | 102
COC(=O)N[C@H](C(=O)N[C@@H](Cc1ccccc1)[C@@H](O)CN(Cc1ccc(-c2ccccc2)cc1)NC(=O)[C@@H](NC(=O)OC)C(C)(C)C)C(C)(C)C
 : 105 | 16 | 132 | 81 | 87 | . | 113 | 124 | 103
O=C(C=C=Nc1ccccc1)C(=O)N=C=Cc1ccccc1
 : 94 | 51 | 107 | 68 | 63 | -83* | 92 | 14 | 65
CCN(CC)Cc1cc(OC(=O)c2ccccc2)cc(C(=O)OC)c1
 : 110 | . | 118 | 101 | 100 | 98 | 103 | 111 | 102

Continued, starting with the last 2 of the part before.
Fields – NCI-H322M | IGROV1 | SK-OV-3 | NCI-H226 | NCI-H23 | NCI-H522 | NCI-H460 | COLO 205 | NCI/ADR-RES
O=C(C=C=Nc1ccccc1)C(=O)N=C=Cc1ccccc1
 : 94 | 51 | 107 | 68 | 63 | -83* | 92 | 14 | 65
CCN(CC)Cc1cc(OC(=O)c2ccccc2)cc(C(=O)OC)c1
 : 110 | . | 118 | 101 | 100 | 98 | 103 | 111 | 102
BrCc1ccc(-c2ccccc2)cc1
 : 99 | 97 | 110 | 94 | 96 | 94 | 97 | 107 | 100
C/C(=N/N)c1ccc(Br)cc1
 : 105 | 106 | 140 | 106 | . | 101 | 106 | 120 | 101
COc1cc(C2C=C(c3ccccc3)Nc3nc(SC)[nH]c(=O)c32)ccc1Oc1ccnc2cc(Cl)ccc12 (centres undefined)
 : 96 | 95 | 107 | 88 | 88 | 76 | 85 | 114 | 77
O=C(O)CCCC1CCc2ccccc2C1 (centres undefined)
 : 103 | 110 | 103 | 98 | 106 | 93 | 115 | 109 | 108
CC(C)(C)c1ccc(C(=O)Nc2sc3c(c2C(N)=O)CCC(=O)C3)cc1
 : 63 | -22* | . | 31 | -15* | -10* | -11* | . | -0.6*
CC(C)(C)[Si](C)(C)OC1[C@@H](O[Si](C)(C)C(C)(C)C)[C@@H](CNC(=O)NC(=O)NC(=O)CI)O[C@H]1n1cnc2c(NC(=O)Nc3ccccc3)ncnc21 (some centres undefined)
 : 111 | -65* | 93 | 108 | -52* | -80* | 79 | 45 | 4.7*
CN1CCN(Cc2ccc(NC(=O)c3nc4ccc5[nH]ncc5c4c4c3CCCC4)cc2C(F)(F)F)CC1
 : 19 | -65* | 37 | 73 | -22* | -71* | -59* | -87* | -35*
COc1ccc(Cc2nc3c([nH]2)c(=O)n(C)c(=O)n3C)cc1OC
 : 105 | 112 | 113 | 98 | 108 | 102 | 109 | 104 | 107
COc1ccc(-c2nc(SCCC(C)C)nc(Nc3ccc(C)cc3)c2C#N)cc1
 : 95 | 109 | 98 | 96 | 97 | 79 | 45 | 72 | 94
Cc1ccc(NN)c(Br)c1
 : 96 | 91 | 103 | 113 | 108 | 97 | 114 | 117 | 108
C/C(O)=C(/C=N\C(=S)Nc1ccc(Cl)c(Cl)c1)C(=O)Nc1ccccc1C
 : 98 | 102 | 90 | 76 | 90 | 52 | 105 | 94 | 94
COc1ccc(/C=C2\Oc3cc(C)c(Cl)cc3C2=O)cc1OC
 : 107 | 103 | . | . | 103 | 83 | 103 | . | 107
Cc1ccc(CSc2ncnc3nc[nH]c23)c2ccccc12
 : 101 | 105 | 98 | 83 | 89 | 68 | 98 | 113 | 101
Cn1ccnc1C(=O)/C=C/c1ccc(CNC(=O)c2c(F)c(F)c(F)c(F)c2F)cc1
 : 81 | 32 | 105 | 69 | 52 | 32 | 7.1* | 102 | 49
COc1ccc2c(c1)/C(=C\c1c(-c3ccc(C)cc3)nc3sc(-c4cc(OC)c(OC)c(OC)c4)nn13)C(=O)N2
 : 63 | 78 | 91 | 72 | 81 | 66 | 94 | 90 | 79
Cc1ccc(N2C(=N)C(=S)N(c3ccc(C)cc3)C2=O)cc1
 : 90 | 101 | 104 | 95 | 92 | 74 | 102 | 134 | 102
C/C(=C/c1ccco1)[N+](=O)[O-]
 : 98 | 102 | 92 | 107 | 97 | 89 | 106 | 109 | 94
O=C(Nc1ccccc1Cl)Oc1ccc(C(=O)c2ccccc2)cc1
 : 94 | 97 | 129 | 87 | 93 | 91 | 95 | . | 101
COc1ccc(-c2nnc3c4nnc(C)n4c4ccccc4n23)cc1OC
 : 88 | 99 | 97 | 98 | 99 | 86 | 104 | 109 | 103
N#C/C(=C\c1ccc(-c2ccc(Cl)cc2Cl)o1)C(=O)Nc1ncc(Cc2ccc(Cl)cc2)s1
 : 103 | 108 | 100 | 92 | 98 | 94 | 107 | 106 | 101

Quoted from the listing.
IGROV1 with COc1ccc(Cc2nc3c([nH]2)c(=O)n(C)c(=O)n3C)cc1OC stands at 112
NCI-H23 with N#C/C(=C\c1ccc(-c2ccc(Cl)cc2Cl)o1)C(=O)Nc1ncc(Cc2ccc(Cl)cc2)s1 stands at 98
NCI-H522 with O=C(O)CCCC1CCc2ccccc2C1 (centres undefined) stands at 93
SK-OV-3 with CN1CCN(Cc2ccc(NC(=O)c3nc4ccc5[nH]ncc5c4c4c3CCCC4)cc2C(F)(F)F)CC1 stands at 37
COLO 205 with C/C(=C/c1ccco1)[N+](=O)[O-] stands at 109

Following part
Fields – NCI-H322M | IGROV1 | SK-OV-3 | NCI-H226 | NCI-H23 | NCI-H522 | NCI-H460 | COLO 205 | NCI/ADR-RES
COc1cc(/C=C/c2cc(=O)c3c(C)c(Cl)c(C)cc3o2)cc(OC)c1OC
 : 114 | 73 | 93 | 99 | 94 | 94 | 80 | 104 | 70
COc1cc(-c2nn(-c3ccc(Br)cc3)cc2C(=O)O)ccc1O
 : 95 | 91 | 100 | 92 | 89 | 68 | 103 | 109 | 104
CS(=O)(=O)Nc1ccc(CC(=O)N2CCN(c3ccc(C(F)(F)F)cn3)CC2)cc1
 : 87 | 89 | 99 | 94 | 78 | 71 | 93 | 100 | 87
OCC1OC(n2cnc3c(SCc4ccccc4)nc(NO)nc32)C(O)C1O (centres undefined)
 : . | 126 | 103 | 104 | 89 | 106 | . | 118 | 100
S=C(c1ccc2c(c1)OCO2)N1CCN(c2ccc(Cl)cc2)CC1
 : 119 | 107 | 102 | 82 | 104 | 89 | 104 | 98 | 110
O=C(OCc1nc2nc(Cl)nc(N3CCOCC3)c2[nH]1)n1ccnc1
 : 65 | 2.4* | 46 | -68* | 41 | -66* | 3.6* | -65* | 6.3*
COc1cc(/C=C\C(C)=N\Nc2ccccc2)ccc1O
 : 128 | 96 | 121 | 109 | 91 | . | 111 | 111 | 77
O=C(NNc1nccc(Nc2ccc(S(=O)(=O)Nc3ccncc3)cc2)n1)c1cccs1
 : 92 | 93 | 114 | 101 | 97 | 105 | 109 | 114 | 99
Cc1cc(Nc2ccc(C)c(Cl)c2)nc(N)n1
 : 105 | 100 | 105 | 100 | 86 | 91 | 107 | 114 | 92
O=S(=O)(C/C(=N/O)c1ccc2ccccc2c1)c1ccccc1
 : 105 | 117 | 111 | 90 | 103 | 96 | 103 | 118 | 103
O=C1CCC(ON(C(=O)c2ccccc2)c2ccccc2)N1 (centres undefined)
 : 101 | 113 | 89 | 107 | 98 | 89 | 120 | 105 | 101
CC(O)CCNC(C(=O)c1ccccc1)c1ccccc1 (centres undefined)
 : 99&98 | 103&106 | 102&100 | 86&96 | 98&102 | 80&84 | 106&110 | 108 | 100&102
CC(=O)N1N=C(c2ccc(Oc3nnnn3-c3ccccc3)cc2)OC1c1ccc(F)cc1F (centres undefined)
 : 106 | 105 | 122 | 93 | 92 | 86 | 103 | 115 | 91
COc1cc(Cl)cc(-c2nn(C(=O)NS(=O)(=O)c3ccc4ccccc4c3)cc2-c2ccncc2)c1
 : 101 | 103 | 101 | 87 | 98 | 88 | 115 | 104 | 101
CCCOC(=O)c1ccc(O)c(OC)c1
 : 110 | 103 | 102 | 92 | 97 | 84 | 104 | 102 | 100
NC(CCCCO)C(=O)O (centres undefined)
 : 101 | 111 | 102 | 94 | 100 | 102 | 116 | 114 | 101
CCOC(=O)c1cc(C(=O)c2cc(OC)c(OC)c(OC)c2)n2ccc(-c3ccccn3)cc12
 : 96 | 97 | 94 | 88 | 100 | 66 | 101 | 117 | 101
COc1cc(N=Nc2ccc(C(=O)N(C)C)cc2)c(C)cc1N
 : 116 | 100 | 104 | 86 | 100 | . | 109 | 104 | 109
O[Si](O)(c1ccc(F)c2ccccc12)c1ccc(F)c2ccccc12
 : 90 | 87 | 84 | 95 | 85 | 58 | 94 | 112 | 77
CCCCN(CCCC)CC(O)CN(CC)CC (centres undefined)
 : 98 | 100 | 99 | 96 | 100 | 95 | 114 | 99 | 105

Part of the list above, limited to NCI-H226.
canonical_smiles | NCI-H226
NC(CCCCO)C(=O)O (centres undefined) | 94
CCCOC(=O)c1ccc(O)c(OC)c1 | 92
O=C1CCC(ON(C(=O)c2ccccc2)c2ccccc2)N1 (centres undefined) | 107
COc1cc(/C=C/c2cc(=O)c3c(C)c(Cl)c(C)cc3o2)cc(OC)c1OC | 99
O[Si](O)(c1ccc(F)c2ccccc12)c1ccc(F)c2ccccc12 | 95

Other structures follow:
Fields – NCI-H322M | IGROV1 | SK-OV-3 | NCI-H226 | NCI-H23 | NCI-H522 | NCI-H460 | COLO 205 | NCI/ADR-RES
O=C(Nc1ccc2ccccc2c1)C(F)(F)F
 : 116 | 130 | 109 | 100 | 107 | 105 | 110 | 123 | 109
COc1ccc(-c2cc(-c3cc(OC)ccc3OC)nc(SCc3ccccc3)c2C#N)cc1
 : 101 | 104 | 102 | 85 | 91 | 91 | 104 | 106 | 92
COc1ccc(C2CC(=O)NC2=O)cc1OC (centres undefined)
 : 97 | 98 | 93 | 96 | 101 | 77 | 117 | 102 | 100
O=C(COc1cccc(/C=C2\Oc3ccc4ccccc4c3C2=O)c1)c1ccc([N+](=O)[O-])cc1
 : 106 | . | 89 | 86 | 94 | 36 | 100 | 114 | 102
O=C(c1ccccc1)c1ccccc1-c1nnc2n1N=C(c1ccccc1)CS2
 : 100 | 99 | 107 | 100 | 102 | 80 | 97 | 113 | 106
Cc1ccc(CNS(=O)(=O)/N=C2\NC(=O)NC2=C(Cl)Cl)cc1
 : 100 | 101 | . | 79 | . | 37 | 75 | 113 | .
O=C1[C@@H]2Cc3c([nH]c4ccccc34)[C@H](c3ccc(Cl)cc3)N2C(=O)CN1C1CCN(Cc2c(F)cccc2F)CC1
 : 84 | 62 | 103 | 76 | 86 | 81 | 69 | 92 | 76
Cn1cnc([N+](=O)[O-])c1/C=C1\Oc2cc(Cl)ccc2C1=O
 : 85 | 92 | 98 | 101 | 108 | 87 | 100 | 108 | 105
O=S(=O)(c1ccccc1)N1CCCCC1CCc1ccccc1 (centres undefined)
 : 90 | 82 | 94 | 80 | 87 | . | 93 | 86 | 92
CCC(=O)N1c2cc(C)ccc2N(C(=O)CC)c2c1c1cc(Br)ccc1n2C(=O)CC
 : 86 | 54 | 98 | 95 | 83 | 88 | 100 | 105 | 99
CCc1c(C)c2cc3c(oc(=S)n3C(C)C)c(C)c2oc1=O
 : 84 | 90 | 104 | 93 | 86 | 81 | 103 | 117 | 90
